High-throughput results as filed in PubChem.
All columns: NCI-60 one-dose screen, growth in % after 48 h at 10 µM unless noted; 100 = growth as untreated, 0 = no growth, -100 = all killed.
UACC-257: UACC-257 melanoma | 78,000 tested, 4.4% active | AID 1794764
UACC-62: UACC-62 melanoma; 81,000 tested, 5.4% active; AID 1794756
SK-MEL-2: SK-MEL-2 melanoma | 77,000 tested, 4.7% active | AID 1794763
LOX IMVI: LOX IMVI melanoma; 79,000 tested, 7.4% active; AID 1794757
SK-MEL-28: SK-MEL-28 melanoma; 81,000 tested, 4.1% active
SK-MEL-5: SK-MEL-5 melanoma. 80,000 tested, 6.4% active. AID 1794755
MALME-3M: MALME-3M melanoma; 78,000 tested, 5.8% active; AID 1794766
HS 578T: HS 578T breast cancer. 78,000 tested, 4.1% active
* = called active by the depositor; · = not tested or not shown. Rule for the calls: active = growth percent below 10; inactive = the rest. Compounds as they come; any-hit rate near 11%.

Labels used below: A = UACC-257; B = UACC-62; C = SK-MEL-2; D = LOX IMVI; E = SK-MEL-28; F = SK-MEL-5; G = MALME-3M; H = HS 578T
CCCCn1c(C(=O)c2c[nH]c3ccccc23)n[nH]c1=S
  A: 95 | B: 82 | C: 92 | D: 96 | E: 117 | F: 100 | G: 111 | H: 91
N#Cc1c2c(nn(-c3ccccc3)c1=O)C(O)=C([N+](=O)[O-])C(c1ccccc1)C2 (configuration not stated)
  A: 88 | B: 85 | C: 89 | D: 18 | E: 96 | F: 93 | G: 86 | H: 91
O=C(O)CCCC(=O)c1cccs1
  A: 106 | B: 106 | C: 108 | D: 95 | E: 109 | F: 100 | G: 106 | H: 106
Cc1[nH][nH]c2nc3nc(=S)sc3c(-c3ccc(F)cc3)c12
  A: 109 | B: 85 | C: 110 | D: · | E: 101 | F: 97 | G: 95 | H: 80
CC(=O)n1c2c(c3ccccc31)CCCC2
  A: 96 | B: 104 | C: 99 | D: 108 | E: 107 | F: 104 | G: 103 | H: ·
Cc1ccc(S(=O)(=O)N/N=C2\CC(C)(C)OC2(C)C)cc1
  A: 109 | B: 100 | C: 92 | D: 100 | E: 114 | F: 103 | G: 101 | H: 107
COc1ccc(C2=NN(C(C)=O)C(c3sc(Cl)nc3Cl)C2)cc1 (configuration not stated)
  A: 111 | B: 97 | C: 104 | D: 98 | E: 97 | F: 98 | G: 121 | H: 104
O=C(/C(=C/c1cccc([N+](=O)[O-])c1)c1ccccc1)c1ccccc1
  A: 37 | B: · | C: 29 | D: 11 | E: 93 | F: 41 | G: · | H: 45
Oc1ccc(SCCCCCCSc2ccc(O)cc2)cc1
  A: 92 | B: 56 | C: 102 | D: 61 | E: 91 | F: 61 | G: 76 | H: 88
COc1ccc(Nn2c(SCC(=O)Nc3nccs3)nc(C)c2C)cc1
  A: 108 | B: 96 | C: 93 | D: 105 | E: 110 | F: 103 | G: 120 | H: 110
Fc1ccc(C2=NCc3nccn3C(=C(Cl)Cl)N2)cc1
  A: 106 | B: 98 | C: 101 | D: 98 | E: 105 | F: 49 | G: 95 | H: 96
CCC(=O)c1c(CC)ccc2ccccc12
  A: 97 | B: 92 | C: 103 | D: 103 | E: 104 | F: 102 | G: 93 | H: 100
OCCN(CCO)Cc1cc(Br)ccc1O
  A: 111 | B: 105 | C: 100 | D: 98 | E: 111 | F: 103 | G: 95 | H: 100
O=C(C[n+]1ccn(CC(OCc2ccc(Cl)cc2Cl)c2ccc(Cl)cc2Cl)c1)c1ccc(F)cc1 (configuration not stated)
  A: -90* | B: -96* | C: -88* | D: -87* | E: -95* | F: -99* | G: -85* | H: -57*
CNS(=O)(=O)Oc1ccc(NC(=O)C23CC4CC(CC(C4)C2)C3)cc1
  A: · | B: 96 | C: 100 | D: 103 | E: 100 | F: 101 | G: 104 | H: 111
O=[N+]([O-])c1cccc(S(=O)(=O)OCn2ncc3ccc([N+](=O)[O-])cc32)c1
  A: 82 | B: 95 | C: 135 | D: 98 | E: 104 | F: 95 | G: 97 | H: 85
CC(=O)CC(=O)Nc1cccc(Br)c1
  A: 102 | B: 98 | C: 111 | D: 103 | E: 105 | F: 108 | G: 106 | H: 105
CC(=O)OC(OC(C)=O)c1ccccc1[N+](=O)[O-]
  A: 109 | B: 102 | C: 104 | D: 94 | E: 106 | F: 101 | G: 103 | H: 127
O=C1CC2(C(=O)N1)c1ccccc1-c1ccccc12
  A: 93 | B: 91 | C: · | D: 95 | E: 85 | F: 94 | G: 72 | H: 98
O=C(NCc1ccccc1)/C(=C/c1ccccc1)NC(=O)c1ccccc1
  A: 81 | B: 94 | C: 102 | D: 98 | E: 117 | F: 97 | G: · | H: 99
O=c1ccc(-c2ccc(F)cc2F)nn1Cc1nc2ncccc2o1
  A: 95 | B: 102 | C: 113 | D: 99 | E: 113 | F: 102 | G: 103 | H: 105
NCc1cc(Br)cc(Br)c1O
  A: 102 | B: 99 | C: 99 | D: 88 | E: 102 | F: 92 | G: · | H: 92
CCc1ccnc(NCc2cn(-c3ccc(C(=O)O)cc3)nc2-c2ccc(C(=O)O)cc2)c1
  A: 97 | B: 91 | C: 113 | D: 96 | E: 100 | F: 102 | G: 102 | H: 99
CC(C)N1C(=O)/C(=c2\sc3n(c2=O)C2C(NN=3)N(C)C(=O)N2C)c2ccccc21 (configuration not stated)
  A: 50 | B: 33 | C: 74 | D: 57 | E: 64 | F: 49 | G: 53 | H: 42
CCOC(=O)c1cn2ncnc(Oc3ccc(NC(=O)NCCN(C)C)c(Cl)c3)c2c1C
  A: -4.6* | B: 22 | C: 112 | D: 10 | E: 38 | F: 61 | G: 59 | H: 86
CCOC(=O)C1=C(C)N=c2s/c(=C\c3ccccc3O)c(=O)n2C1c1ccc(OC)c2ccccc12 (configuration not stated)
  A: -86* | B: -85* | C: -76* | D: -86* | E: -96* | F: -98* | G: -87* | H: 10
COc1ccc(-c2nc3cc(Cl)c(Cl)cc3n2CC(=O)N=Nc2c(O)[nH]c3ccc(Cl)cc23)cc1
  A: 72 | B: 39 | C: · | D: -58* | E: -22* | F: 38 | G: -10* | H: 2.9*
Cn1c(=O)c2c(nc(Nc3cc(=O)[nH]c(=O)[nH]3)n2CC(=O)Nc2ccc(S(N)(=O)=O)cc2)n(C)c1=O
  A: 102 | B: 94 | C: 110 | D: 98 | E: 104 | F: 100 | G: 99 | H: 97
CSc1nc2nc(-c3cc4ccccc4[nH]c3=O)[nH]c2c(=O)[nH]1
  A: 129 | B: 88 | C: 130 | D: 96 | E: 104 | F: 95 | G: 102 | H: 100
O=c1cc[nH]c2c([N+](=O)[O-])ccc(NCCCN3CCN(CCCNc4ccc([N+](=O)[O-])c5[nH]ccc(=O)c45)CC3)c12
  A: 97 | B: 92 | C: 105 | D: 94 | E: 112 | F: 100 | G: 101 | H: 94
CSc1c(-c2nc3ccccc3s2)c(N)nc2c(C(N)=O)c(Nc3ccccc3)nn12
  A: 104 | B: 93 | C: · | D: 99 | E: 102 | F: 94 | G: 97 | H: 97
COc1cc2c(=O)ccn(-c3ccc([N+](=O)[O-])cc3)c2cc1OC
  A: 107 | B: 98 | C: 109 | D: 98 | E: 99 | F: 109 | G: 122 | H: 101
Cc1nnc(/N=C2\NC(=O)/C(=C/c3ccc(Cl)c(Cl)c3)S2)s1
  A: 107 | B: 104 | C: 107 | D: 94 | E: 109 | F: 101 | G: 100 | H: 111
CCOC(=O)C1CC(C(=O)OCC)C(=O)C1=O (configuration not stated)
  A: 98 | B: 100 | C: 96 | D: 96 | E: 100 | F: 97 | G: 96 | H: 113
O=C(Nc1ccc(O)cc1)OCc1ccccc1
  A: 103 | B: 84 | C: 95 | D: 93 | E: 98 | F: 88 | G: 104 | H: 93
Cc1ccc(-c2nn(CC(=O)N3CCOCC3)c(N)c2C#N)cc1
  A: 107 | B: 93 | C: 103 | D: 100 | E: 102 | F: 102 | G: 104 | H: 93
COC(=O)[C@@H](OC(=O)NS(=O)(=O)N(c1ccc(F)cc1)C1CCN(C(=O)OC(C)(C)C)CC1)C(C)C
  A: · | B: 88 | C: 93 | D: 95 | E: 109 | F: 95 | G: 98 | H: 84
CC12CCC(C(S(=O)(=O)Nc3ccccc3)C1=O)C2(C)C (configuration not stated)
  A: 95 | B: 81 | C: 117 | D: 100 | E: 107 | F: 97 | G: 93 | H: 98
Cn1cc(-c2c(-c3c[nH]c4ccccc34)[nH][nH]c2=O)c2ccccc21
  A: 96 | B: 84 | C: 114 | D: 91 | E: 111 | F: 96 | G: 95 | H: 95
Fc1ccc(/C=N/Nc2ncnc3sc4c(c23)CCN(Cc2ccccc2)C4)cc1
  A: 82 | B: 75 | C: 68 | D: 58 | E: 77 | F: 38 | G: 83 | H: 82
COc1ccc(/C=C/C(=O)c2ccc(-n3cc(CN4CCN(c5cc6c(cc5F)c(=O)c(C(=O)O)cn6C5CC5)CC4)nn3)cc2)cc1
  A: 79 | B: 54 | C: 97 | D: 28 | E: 80 | F: 69 | G: 66 | H: 53
COc1ccc(C2CC(c3cccc(OCCCCOc4cccc(C5=NOC(c6ccc(OC)cc6)C5)c4)c3)=NO2)cc1 (configuration not stated)
  A: 97 | B: 69 | C: 103 | D: 18 | E: 102 | F: 97 | G: 110 | H: 109
CNC(=O)c1cc(-c2ccc(NC(=S)Nc3cc(C(F)(F)F)cc(C(F)(F)F)c3)cc2)nc2cccnc12
  A: 102 | B: 95 | C: 99 | D: 94 | E: 103 | F: 93 | G: 99 | H: 94
CC(C)(C)c1cc(CO)cc(C(C)(C)C)c1O
  A: · | B: 107 | C: 87 | D: 100 | E: 106 | F: 97 | G: 89 | H: 123
S=c1sc2ccccc2n1CNc1ccccc1
  A: 119 | B: · | C: 107 | D: 98 | E: 111 | F: 104 | G: 101 | H: 108
O=[N+]([O-])c1cnc(N2CCN(CC3CC3)CC2)nc1N1CCN(CC2CC2)CC1
  A: 108 | B: 110 | C: 99 | D: 100 | E: 91 | F: 100 | G: 98 | H: 77
CN1CCN(C(=S)SCCCCOc2cc(=O)oc3ccccc23)CC1
  A: 85 | B: 74 | C: 74 | D: 94 | E: 109 | F: 70 | G: 93 | H: 96
Cc1c(C(=O)C(SC(=S)N(C)C)SC(=S)N(C)C)nnn1-c1ccc(Cl)cc1
  A: 104 | B: 90 | C: 103 | D: 99 | E: 104 | F: 97 | G: 83 | H: 98
O=S(=O)(O)CCI
  A: 113 | B: 101 | C: 102 | D: 98 | E: 113 | F: 91 | G: 113 | H: 100
CCCCCOCCCN1C(=O)C2C3C=CC(C3)C2C1=O (configuration not stated)
  A: 97 | B: 97 | C: 122 | D: 101 | E: 100 | F: 101 | G: 102 | H: 103

Fetched by structure from the list above, 2 records:
Labels used below: A = UACC-257; B = UACC-62; C = SK-MEL-2; D = LOX IMVI; E = SK-MEL-28; F = SK-MEL-5; G = MALME-3M; H = HS 578T
S=c1sc2ccccc2n1CNc1ccccc1
  A: 119 | B: · | C: 107 | D: 98 | E: 111 | F: 104 | G: 101 | H: 108
CC(C)(C)c1cc(CO)cc(C(C)(C)C)c1O
  A: · | B: 107 | C: 87 | D: 100 | E: 106 | F: 97 | G: 89 | H: 123

Next part
Labels used below: A = UACC-257; B = UACC-62; C = SK-MEL-2; D = LOX IMVI; E = SK-MEL-28; F = SK-MEL-5; G = MALME-3M; H = HS 578T
Cc1nn(-c2ccccc2)c(Cl)c1C(CC(=O)c1ccc(Cl)cc1)CC(=O)c1ccc(Cl)cc1
  A: 100 | B: 82 | C: 89 | D: 82 | E: 112 | F: 90 | G: 95 | H: 97
CCOc1ccc(/C=C/C(=O)c2cccc(OCCCOc3cccc(C(=O)/C=C/c4ccc(OCC)cc4)c3)c2)cc1
  A: 83 | B: 58 | C: 106 | D: 83 | E: 87 | F: 75 | G: 100 | H: 90
Cn1c(O)c(N=Nc2nc(-c3cc4ccccc4oc3=O)cs2)c2ccccc21
  A: 94 | B: 98 | C: 109 | D: 96 | E: 104 | F: 93 | G: 92 | H: 103
CCOC(=O)C[N+](C)(C)CCn1c2ccccc2c2nc3cc(C)c(C)cc3nc21
  A: 103 | B: 97 | C: 106 | D: · | E: 103 | F: 97 | G: 89 | H: 88
C=CCSc1nnc(/N=C2\NC(=O)/C(=C/c3ccc(OC)cc3)S2)s1
  A: 87 | B: 78 | C: 118 | D: 89 | E: 95 | F: 76 | G: 75 | H: 94
COc1ccc(-c2nn(-c3ccccc3)cc2/C=N/Nc2nc(Nc3ccccc3)nc(Nc3ccc(S(N)(=O)=O)cc3)n2)cc1
  A: 109 | B: 101 | C: 86 | D: 84 | E: 105 | F: 79 | G: 81 | H: 118
O=C(CCCCn1cnc2c(=S)nc[nH]c21)Nc1ccc(C(=O)O)c(O)c1
  A: 101 | B: 89 | C: 105 | D: 98 | E: 110 | F: 102 | G: · | H: 106

Ordered by molar mass (smallest number first): part of the list above
Labels used below: A = UACC-257; B = UACC-62; C = SK-MEL-2; D = LOX IMVI; E = SK-MEL-28; F = SK-MEL-5; G = MALME-3M; H = HS 578T
CCCCCOCCCN1C(=O)C2C3C=CC(C3)C2C1=O (configuration not stated)
  A: 97 | B: 97 | C: 122 | D: 101 | E: 100 | F: 101 | G: 102 | H: 103
O=C(CCCCn1cnc2c(=S)nc[nH]c21)Nc1ccc(C(=O)O)c(O)c1
  A: 101 | B: 89 | C: 105 | D: 98 | E: 110 | F: 102 | G: · | H: 106
Cn1c(O)c(N=Nc2nc(-c3cc4ccccc4oc3=O)cs2)c2ccccc21
  A: 94 | B: 98 | C: 109 | D: 96 | E: 104 | F: 93 | G: 92 | H: 103
CCOc1ccc(/C=C/C(=O)c2cccc(OCCCOc3cccc(C(=O)/C=C/c4ccc(OCC)cc4)c3)c2)cc1
  A: 83 | B: 58 | C: 106 | D: 83 | E: 87 | F: 75 | G: 100 | H: 90
COc1ccc(-c2nn(-c3ccccc3)cc2/C=N/Nc2nc(Nc3ccccc3)nc(Nc3ccc(S(N)(=O)=O)cc3)n2)cc1
  A: 109 | B: 101 | C: 86 | D: 84 | E: 105 | F: 79 | G: 81 | H: 118
